Assay outcomes deposited in PubChem BioAssay by several laboratories.
Diaph act CS = compounds boosting diaphorase resazurin reduction – biochemical, uHTS, resorufin fluorescence, counter-screen for diaphorase-coupled primary assays, primary screen. Diaphorase/resazurin coupled assay, 16 min; stronger effect = higher value; 1 = vehicle wells, 0 = NADH-free wells. activation factor at 20 µM. 190,000 compounds, 0.005% hits. AID 1229, 2008;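 active = diaphorase activity raised at least twofold by the compound at 20 µM; inactive = activation factor below 2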
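Test system: Clostridium kluyveri diaphorase, purified enzyme. Buffer or medium: 50 mM HEPES pH 7.4 buffer plus MgCl2 and Tween 20. Also added: 0.114 mM NADH and 0.1 mM resazurin, final amounts. Dosing: compound 20 µM once, DMSO 1%. Schedule: 16 min enzyme reaction, ambient temperature. Detection: fluorescence of resorufin, 544 nm excitation, 590 nm emission.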
G6PDH counter = L. mesenteroides G6PDH inhibitors, counter-screen for G6PDH-coupled screening assays, biochemical, Leuconostoc mesenteroides enzyme; 200,000 compounds, 0.12% hits; glucose-6-phosphate dehydrogenase [Leuconostoc mesenteroides]; AID 1020, 2008; Purified L. mesenteroides G6PDH, diaphorase/resazurin coupled fluorescence, 45 min; inhibition, % at 5 µM; in the data active = inhibition above about 50%
STAT3 act = IL-6 driven STAT3 reporter potentiators, primary screen, U3A cells, luciferase, luminescence, MLSCN library. 190,000 compounds, 0.91% hits. activation (% of control), % at 5.6 µM. IL-6 STAT3-luciferase reporter; 100% = signal with IL-6 EC80 alone. AID 871, 2007;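 active = activation above the screen-wide mean of compound activation plus 3 SD, cut at about 130% in these data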;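 also: 0% = background luminescence of wells with medium and substrate only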
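Test system: human U3A cells carrying STAT3-luciferase construct; control set: IL-6-only wells as 100% reference; timing: compound pre-incubation 1 h before IL-6, then 6 h stimulation at 37 °C; also added: IL-6 stimulus at 33 ng/mL final; evaluation: % activation versus median of IL-6-stimulated wells; detection: reporter luminescence signal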
STAT1 act = STAT1 signaling activators, primary screen, cell-based, HTS, luciferase reporter | AID 932, 2007 | 200,000 compounds, 2.6% hits | activation (% of control), % at 5.5 µM | NIH 3T3 STAT1-luciferase reporter, IFN-gamma, luminescence; 100% = IFN-gamma alone, no compound;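 active = activation above the screen-wide mean activation plus 3 SD, cut at about 130% in these data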;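 also: raw ratio to IFN-gamma control signal so 100% means no change and 0% no light; values of inactives mirror those of a sister screen read the other way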
STAT1 blocker = STAT1 signaling inhibitors, primary screen, cell-based, HTS, luciferase reporter; inhibition, % at 5.5 µM; 200,000 compounds, 0.35% hits; NIH 3T3 STAT1-luciferase reporter, IFN-gamma, luminescence;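 active = inhibition above a set limit, the mean inhibition across all tested compounds plus 3 SD, cut at about 34% in these data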;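 also: 0% = IFN-gamma with DMSO and 100% = IFN-gamma with 300 µM nifuroxazide; values of inactives mirror those of a sister screen read the other way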
Diaphorase inh = diaphorase inhibitors and chemical oxidizers, primary screen, counter-screen for diaphorase-coupled primary assays, biochemical, uHTS, resorufin fluorescence | 190,000 compounds, 0.69% hits | inhibition, % at 20 µM | diaphorase resazurin-to-resorufin fluorescence, NADH, 16 min; bacterial (C. kluyveri) enzyme, not human;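 active = primary screen inhibition at 20 µM above a set limit, cut at about 50% in these data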;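 also: plate controls were DMSO with full reaction for no effect and wells lacking NADH for full effect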
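Test system: Clostridium kluyveri diaphorase enzyme / Quantity: diaphorase at 0.14 U/mL in enzyme working solution / Incubation: 16-min room-temperature incubation before reading / Benchmarks: NADH-free wells as positive control, DMSO-only neutral wells / Signal: resorufin fluorescence 544/590 nm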
TLR4 MyD88 comp = inhibitors of TLR4-MyD88 association in cells, primary screen, cell-based, HeLa CL3-4, BLA complementation, FRET ratio; Toll-like receptor 4 (Homo sapiens) + Myeloid differentiation primary response protein …; HeLa CL3-4 TLR4/MyD88 BLA complementation; inhibition, % at 8.4 µM; 200,000 compounds, 0.18% hits; AID 861, 2007; in the data active = inhibition above about 25%;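 also: 0% = vehicle and 100% = reference inhibitor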
Target sequence (O00206 whole entry, looked up): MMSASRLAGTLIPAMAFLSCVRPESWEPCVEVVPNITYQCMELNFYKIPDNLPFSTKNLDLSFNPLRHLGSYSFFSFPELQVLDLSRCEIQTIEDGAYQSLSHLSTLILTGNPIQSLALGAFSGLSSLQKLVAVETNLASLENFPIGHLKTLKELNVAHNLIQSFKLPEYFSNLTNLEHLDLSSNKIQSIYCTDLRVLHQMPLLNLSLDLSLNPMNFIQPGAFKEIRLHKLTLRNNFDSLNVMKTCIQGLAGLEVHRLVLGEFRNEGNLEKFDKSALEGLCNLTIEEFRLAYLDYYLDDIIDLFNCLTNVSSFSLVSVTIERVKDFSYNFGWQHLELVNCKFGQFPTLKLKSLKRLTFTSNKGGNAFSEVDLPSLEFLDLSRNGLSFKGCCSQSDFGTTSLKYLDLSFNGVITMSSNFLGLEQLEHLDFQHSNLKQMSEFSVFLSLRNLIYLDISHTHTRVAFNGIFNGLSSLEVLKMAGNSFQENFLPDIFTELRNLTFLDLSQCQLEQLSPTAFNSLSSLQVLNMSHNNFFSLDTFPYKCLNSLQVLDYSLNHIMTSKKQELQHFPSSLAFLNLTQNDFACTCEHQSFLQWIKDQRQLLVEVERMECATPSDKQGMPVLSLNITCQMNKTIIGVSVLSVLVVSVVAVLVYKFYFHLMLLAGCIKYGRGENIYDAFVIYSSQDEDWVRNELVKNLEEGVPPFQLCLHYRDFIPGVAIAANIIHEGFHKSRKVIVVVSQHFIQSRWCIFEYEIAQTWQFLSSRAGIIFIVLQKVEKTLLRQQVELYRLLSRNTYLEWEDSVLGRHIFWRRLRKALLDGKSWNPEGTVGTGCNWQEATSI
Target sequence (Q99836 whole entry, looked up): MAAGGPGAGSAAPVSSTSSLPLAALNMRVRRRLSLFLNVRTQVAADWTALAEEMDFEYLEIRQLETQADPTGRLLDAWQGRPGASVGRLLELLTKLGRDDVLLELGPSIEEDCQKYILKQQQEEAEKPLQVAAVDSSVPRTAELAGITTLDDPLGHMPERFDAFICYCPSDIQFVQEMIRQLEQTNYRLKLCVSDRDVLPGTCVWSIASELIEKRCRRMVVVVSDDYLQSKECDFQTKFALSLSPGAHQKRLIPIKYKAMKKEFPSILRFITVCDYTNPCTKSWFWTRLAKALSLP
STAT3 blocker = IL-6 driven STAT3 reporter inhibitors, primary screen, U3A cells, luciferase, luminescence, MLSCN library. IL-6 STAT3-luciferase reporter; host cell line lacks STAT1. inhibition, % at 5.5 µM. 190,000 compounds, 0.89% hits. AID 862, 2007;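 active = inhibition above the mean inhibition across all screened compounds plus 3 SD, cut at about 44% in these data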;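 also: 0% = DMSO only wells and 100% = 100 µM nifuroxazide control wells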
APP transl inh = inhibitors of APP translation via 5'UTR reporter, primary screen, APP 5'UTR luciferase, SH-SY5Y cells. SH-SY5Y APP 5'UTR-luciferase reporter, luminescence. inhibition, % at 2 µM. 190,000 compounds, 0.82% hits;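 active = inhibition above a set limit, derived from the sample mean plus 3 SD, cut at about 45% in these data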; also: values of inactives mirror those of a sister screen read the other way
Hsp70 act = Hsp70 transcriptional activators, primary screen, cell-based, HeLa, Hsp70 promoter luciferase, luminescence, 10 µM; 200,000 compounds, 0.04% hits; HeLa Hsp70 promoter luciferase reporter; scaled: vehicle 0, proteasome-inhibitor control 100%; AID 1203, 2008; activation, % at 10 µM;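 active = activation above the mean across all tested compounds plus 3 SD, cutoff set per campaign, cut at about 5.5% in these data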;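 also: 100% = MG132 at 30 µM as the positive control and 0% = DMSO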
An asterisk follows results filed as active; nt = no result given.

Compound	Diaph act CS	G6PDH counter	STAT3 act	STAT1 act	STAT1 blocker	Diaphorase inh	TLR4 MyD88 comp	STAT3 blocker	APP transl inh	Hsp70 act
O=C(NCC12CC3CC(C1)CC(CNC(=O)N1CCCC1)(C3)C2)N1CCCC1	0.9	2	96	99	1	10	-8	9	-5	-0.3
CCn1c(-c2cc(-c3ccc(OC(C)C)cc3)nc3ccccc23)n[nH]c1=S	0.8	-1	116	113	-14	20	4	-12	-38	0.2
O=C(CCN1C(=O)C2C3CCC(C3)C2C1=O)Nc1ccc(Br)cc1 (configuration not stated)	0.9	6	92	93	8	7	14	10	-20	-0.2
CCOC(=O)C(C)NC(=O)C(NC(=O)C1CCC(CC)CC1)C(C)C (configuration not stated)	0.9	-8	105	101	0	8	9	1	27	-0.3
O=C(O)CSc1nc(C(F)(F)F)cc(=O)n1-c1ccccc1	0.8	0	101	103	-3	18	11	1	-2	-0.2
O=C(CCN1C(=O)C2C3C=CC(C3)C2C1=O)N1CCN(c2cccc(Cl)c2)CC1 (configuration not stated)	0.9	19	94	100	0	8	3	12	5	0.1
CCOC(=O)c1cnc2c(-c3ccccc3)cnn2c1N	1	4	69	186*	-95	1	2	39	-124	0.4
CN(C)C(=O)CSc1nnc(-c2cccnc2)n1-c1ccccc1	1	2	96	104	-5	5	-11	9	1	-0.2
Cc1cccc(-c2cc3c(N=O)c4ccccc4c-3n[nH]2)c1	0.9	3	62	106	-6	5	-1	50*	-142	0.0
CS(=O)(=O)NCCNc1ccc(Cl)cc1[N+](=O)[O-]	0.9	12	94	106	-6	11	-7	15	6	-0.3
CC(C(=O)Nc1ccccc1Br)c1ccc([N+](=O)[O-])cc1 (configuration not stated)	0.9	6	99	85	17	9	8	-4	-7	-0.1
Cn1ccnc1C(=O)c1cccc([N+](=O)[O-])c1	0.8	1	101	101	-1	18	-1	-6	-10	-0.5
Fc1ccc(NC(=S)N/N=C/c2ccc(F)c(F)c2)c(F)c1	1	4	93	104	-5	4	-6	6	-56	0.0
O=C(NCc1cccs1)Nc1ccc(Cl)cc1	1.1	3	104	120	-20	-11	11	-3	-23	0.1
CC(C)CC(=O)N1CCN(c2ccc([N+](=O)[O-])cc2Cl)CC1	1	3	102	102	-2	4	0	0	-12	-0.2
O=C(Cn1nnc(-c2ccc(OCc3ccccc3F)cc2)n1)N1CCOCC1	0.8	4	86	111	-12	16	-1	19	-24	-0.1
Cn1cc(CN2CCN(c3ccc(Cl)cn3)CC2)c(-c2ccccc2F)n1	0.7	8	99	109	-12	30	4	5	7	-0.1
CCOC(=O)C1(Cc2ccc(Cl)cc2)CCN(C(=O)C2CCCO2)CC1 (configuration not stated)	0.9	13	104	105	-7	11	-6	0	-3	-0.1
CCOCCCNC(=O)C1CCN(C(=O)Nc2ccc(Cl)cc2)CC1	0.9	5	93	89	12	13	-9	11	-26	-0.4
Clc1nn2cnnc2c2ccccc12	0.8	14	101	83	16	23	-4	6	-10	-0.2
O=C(NCCN1CCOCC1)c1ccccc1-c1ccccc1	1	0	93	98	2	2	-12	10	-9	-0.6
O=C(c1ccc(S(=O)(=O)N2CCCCC2)cc1)c1nnc(-c2ccc(Cl)cc2)o1	0.9	0	91	101	-1	9	-6	16	-17	-0.4
Cc1nc2nc(-c3ccccc3)nn2c(C)c1Cl	nt	nt	179*	114	-15	nt	-15	-92	14	-0.1
Cc1cc(Cl)nc2c(C(C)C)cccc12	1	3	98	91	9	0	12	7	-9	-0.2
N#Cc1c(Cl)nc(N/N=C/c2ccccc2)c(Cl)c1Cl	0.8	14	112	96	5	20	3	-16	5	-0.4
COc1ccccc1-c1nc(C#N)c(N2CCN(c3ccccc3)CC2)o1	0.8	-55	106	97	3	18	7	-3	19	0.3
Cc1nc2ccc(S(=O)(=O)NCC(=O)N3CCN(c4ccccc4)CC3)cc2s1	0.9	14	83	96	5	12	-7	24	-2	-0.2
COc1ccc(-c2csc(-c3ccc(C(=O)O)cc3)n2)cc1	1	-7	106	182*	-91	-1	-19	6	-129	0.2
CC(=O)N1CCc2cc(S(=O)(=O)NCCCN3CCN(Cc4ccccc4)CC3)ccc21	0.8	0	90	99	1	15	11	18	63*	-0.2
CCC(c1nnc(SCCNCCO)n1CCN1CCOCC1)N(C)C (configuration not stated)	1	11	107	99	1	-4	9	-3	14	0.1
O=C(COC(=O)CCC1CCCC1)Nc1ccc(Cl)cc1F	0.9	10	107	102	-3	13	2	-13	3	-0.3
COc1ccccc1OCCC(=O)OCC(=O)Nc1cc(S(=O)(=O)N2CCOCC2)ccc1Cl	0.9	1	102	96	3	6	-1	-1	-3	-0.4
Cc1cc(=O)oc2cc(Oc3ccc([N+](=O)[O-])cc3[N+](=O)[O-])ccc12	0.9	-8	102	96	4	14	9	-5	1	0.0
CCCCNC(=O)c1nn2cc(Br)cnc2c1Br	0.8	3	94	101	-2	25	-6	10	-1	-0.4
CN(C)S(=O)(=O)c1ccc(C(=O)NCC2(N3CCCCC3)CCCCC2)cc1	1	4	96	98	1	4	-7	6	13	0.1
CC1CCN(C2(O)C(=O)Nc3ccc(Br)cc32)CC1 (configuration not stated)	1	3	81	122	-25	5	-2	31	6	-0.2
COc1ccc(OC)c(C(=O)c2ccc(C(=O)O)cc2)c1	1	0	102	105	-6	1	5	5	-12	-0.5
CCOc1ccc(NC(=S)N(CCCN2CCOCC2)Cc2cn(C)c3ccccc23)cc1	1	-11	103	100	0	0	4	-5	-10	-0.3
COC(=O)c1cccc(NC(=S)NCc2ccco2)c1	1	11	76	111	-11	5	-6	30	-26	-0.3
Cn1c(NC(=O)Cc2cccs2)cc(=O)n(C)c1=O	0.9	1	95	100	0	13	-4	15	-10	0.1
Cc1c(NC(=O)C2CC(c3ccc(F)cc3)=NO2)c(=O)n(-c2ccccc2)n1C (configuration not stated)	1	10	97	97	4	2	-5	13	-6	-0.2
O=C(Nc1nncs1)c1cccnc1Cl	0.9	-11	111	99	2	12	0	-15	-43	-0.1
Cc1ccc(C(=O)CSc2n[nH]c(-c3ccco3)n2)cc1C	0.5	9	91	97	3	54*	10	14	-6	0.4
COC(=O)c1ccc2c(=O)n(CCN3CCOCC3)c(SCC(=O)C(C)(C)C)nc2c1	1.2	3	104	102	-2	-15	4	-2	-2	-0.2
CCCCNC(=O)c1ccccc1Cl	1	4	104	101	-1	-3	6	3	11	-0.3
CCN1CCc2c(sc(NC(=O)CN3C(=O)c4ccccc4C3=O)c2C(N)=O)C1	0.9	0	99	98	3	8	-8	4	-5	-0.2
O=C(O)CCC(NC(=O)c1cncc(O)c1)C(=O)O (configuration not stated)	0.9	9	101	98	2	9	5	4	8	0.1
Cc1ccc(NC(=O)c2ccc([N+](=O)[O-])o2)c(C)c1	0.9	15	85	108	-9	11	10	23	-7	0.2

Two of these compounds, set out differently.
Fields: Diaph act CS	G6PDH counter	STAT3 act	STAT1 act	STAT1 blocker	Diaphorase inh	TLR4 MyD88 comp	STAT3 blocker	APP transl inh	Hsp70 act
COC(=O)c1cccc(NC(=S)NCc2ccco2)c1
→ 1	11	76	111	-11	5	-6	30	-26	-0.3
CCCCNC(=O)c1ccccc1Cl
→ 1	4	104	101	-1	-3	6	3	11	-0.3

Carrying on:
Compound	Diaph act CS	G6PDH counter	STAT3 act	STAT1 act	STAT1 blocker	Diaphorase inh	TLR4 MyD88 comp	STAT3 blocker	APP transl inh	Hsp70 act
CC1(C)OC(=O)CC1C(=O)NCc1ccccc1 (configuration not stated)	1	1	92	95	6	5	-2	13	4	0.3
Cc1cc2c(C)nc(-c3ccccc3)nc2o1	0.9	-5	118	130*	-33	10	6	-20	-30	-0.3
Cc1ccccc1NC(=O)OCc1cccnc1Sc1ccc(Cl)cc1	0.9	-1	103	101	-1	8	-4	-4	-26	-0.5
Cc1cc(NC(=O)/C(C#N)=C/c2ccc(-c3ccc(SC(F)F)cc3)o2)n(-c2ccccc2)n1	0.8	-29	111	99	1	17	6	-15	5	-0.3
